VEEV TC-83 Vero = inhibitors of VEEV TC-83 cytopathic effect, confirmation, Vero cells (AID 588727); inhibition, % at 20 µM, or IC50 in µM where a hit was titrated; 350,000 tested, 0.13% active; Vero cells, VEEV TC-83 cytopathic effect inhibition; higher % means a stronger effect; in the data active = a potency from the dose series; inconclusive = inhibition mostly from about 14% at the one dose, without a potency; inactive = the rest, 99 in 100 with inhibition below about 12%; also: strong numbers were not always called active
M. tuberculosis = growth inhibition of non-replicating M. tuberculosis (AID 488890). Mycobacterium tuberculosis non-replicating, growth inhibition; higher % means a stronger effect. one-dose inhibition, % at 25 µM; IC50 in µM for titrated hits. 320,000 tested, 0.39% active; in the data active = a potency from the dose series; inconclusive = inhibition mostly from about 82% at the one dose, without a potency; inactive = the rest, 99 in 100 with inhibition below about 76%;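 also: plate controls were DMSO cells for no effect and high antibiotic wells for full effect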
influenza NS1A = NS1A inhibition, H1N1 influenza, cell based functional assay (AID 504329). inhibition, % at 12.5 µM, or IC50 in µM where a hit was titrated. NS1A functional cell-based assay, percent inhibition; higher % means a stronger effect. 340,000 tested, 0.3% active; in the data active = a potency from the dose series; inconclusive = inhibition above about 27% without an active follow-up result; also: strong numbers were not always called active
H37Rv inhibition = M. tuberculosis growth inhibition, HTS (AID 449762); M. tuberculosis H37Rv growth inhibition, 7H9 media; higher % means a stronger effect; inhibition, % at 25 µM; hits with a dose series show IC50 in µM; 330,000 tested, 0.59% active; in the data active = a potency from the dose series; inconclusive = inhibition above about 70% without an active follow-up result;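 also: bacterial growth assessed after seven days of incubation; strong numbers were not always called active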
Salmonella PhoP GFP = PhoP regulon inhibitors, Salmonella typhi PhoP promoter GFP reporter, confirmatory (AID 1850); Salmonella Typhi PhoP-promoter GFP reporter, fluorescence, 4 h; higher % means a stronger effect; inhibition, % at 50 µM, or IC50 in µM where a hit was titrated; 310,000 tested, 0.33% active; in the data active = a potency from the dose series; inconclusive = inhibition mostly from about 25% at the one dose, without a potency; inactive = the rest, 99 in 100 with inhibition below about 19%;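 also: 0% = induced wells with vehicle and 100% = uninduced wells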
VEEV TC-83 Vero 10K pilot screen = further read-out of VEEV TC-83 Vero, marked with its call; inhibition, %; measured here: 10K pilot screen inhibition
* = called active by the depositor; i = inactive; ? = inconclusive; / = no result given.

SMILES	VEEV TC-83 Vero	M. tuberculosis	influenza NS1A	H37Rv inhibition	Salmonella PhoP GFP	others
O=C(Nc1nc2cc3c(cc2s1)OCCO3)c1cccs1	7.2%	42.6%	-6.1%	4.5%	0.3%
COc1ccc(OCc2cc(C(=O)N(C)CCC3CCOCC3)no2)c(Cl)c1	3.0%	71.2%	-1.9%	5.4%	7.5%
CN(CC1CCCO1)S(=O)(=O)c1ccc(C(=O)Nc2ccc(S(N)(=O)=O)cc2)cc1 (stereo unspecified)	1.9%	-0.5%	-10.4%	1.7%	2.6%
COC(=O)c1sc(=S)n(-c2ccccc2)c1N	0.1%	-12.7%	8.2%	-4.9%	-7.4%
CCCCN1C(=N)N([C@@H](C)CN2CCC[C@H]2CN2C(N)=NC[C@H]2CC(C)C)C[C@H]1Cc1ccccc1	i	?	15.5%	17.6%	/
CC(=O)NCCc1nc2ccccc2n1CCOc1ccccc1C	6.5%	11.0%	-1.0%	-5.6%	-0.6%
CSc1nc(NC(C)=O)nc(C)c1Br	i	8.3%	-2.3%	4.0%	6.5%
Cn1c(SCc2cccc(Br)c2)nnc1-c1ccccn1	i	70.7%	-16.8%	3.6%	0.7%
O=c1[nH]c(CSc2ccccc2)nc2c1oc1ccccc12	2.1%	-2.2%	1.0%	3.1%	4.1%
Cc1cc(C)n2nc(CC(=O)NCc3ccc(F)cc3)nc2n1	i	-1.1%	-3.9%	-7.3%	-2.9%
Cc1ccc(S(=O)(=O)NCc2ccccc2C)cc1	0.1%	-4.5%	-1.2%	7.0%	-2.3%
COc1ccc(/C=N/Nc2ncccc2[N+](=O)[O-])c(OC)c1	0.4%	26.9%	13.6%	5.9%	-7.4%
Cc1ccc(NC(=O)C2CCCN2C(=O)NCc2ccccc2)cc1 (stereo unspecified)	0.9%	4.0%	8.5%	-8.8%	-18.7%
CCOC(=O)C1(C)NC(c2ccc(N(C)C)cc2)C2C(=O)N(CC)C(=O)C21 (stereo unspecified)	1.0%	-20.8%	1.0%	-6.9%	6.6%
CC(=O)N1c2ccc(S(=O)(=O)N3CCC(C(=O)Nc4cc(C)cc(C)c4)CC3)cc2CC1C (stereo unspecified)	0.7%	5.2%	5.5%	3.0%	-17.3%
CCc1ccc2nc(N3CCC(C(=O)N4CCC5(CC4)OCCO5)CC3)sc2c1	2.7%	40.2%	0.1%	6.8%	5.5%
O=S(=O)(Nc1cccc(-c2cn3cccnc3n2)c1)c1ccccc1	3.5%	-3.4%	18.4%	0.3%	-8.1%	VEEV TC-83 Vero 10K pilot screen=4.6
COCc1[nH][nH]c(=O)c1/C=N/N1CCOCC1	0.5%	-8.5%	4.2%	-0.1%	-6.3%
Cn1cc(C(=O)C(=O)N2CCN(c3ccccc3)CC2)c2ccccc21	i	-1.3%	11.6%	-1.0%	18.8%
Cc1ccc(N2C(=O)c3cccc(Oc4ccc(Cl)cc4)c3C2=O)c(C)c1	1.2%	39.7%	-7.0%	2.2%	-4.0%
COc1cc2c(cc1OC)CN(C(=O)c1cc(S(=O)(=O)N3CCCCC3)ccc1Cl)CC2	7.9%	5.6%	1.9%	-5.0%	-5.0%
CC(C)CC(=O)NC(C)C(c1cccs1)N1CCOCC1 (stereo unspecified)	1.5%	-8.4%	7.1%	-6.8%	-3.8%
O=[N+]([O-])c1c(C(Cl)Cl)nn(-c2ccccc2)c1N1CCOCC1	2.3%	40.8%	14.2%	5.8%	5.8%
OC1(c2cccnc2)CCN(Cc2nnnn2Cc2ccccc2)CC1	1.4%	-14.8%	-5.2%	5.9%	1.8%
COc1ccccc1N1CCN(S(=O)(=O)c2ccc(Cl)s2)CC1	0.1%	-5.2%	-3.8%	-13.6%	-8.1%

Quoted at random: 5 records from the list.
SMILES	VEEV TC-83 Vero	M. tuberculosis	influenza NS1A	H37Rv inhibition	Salmonella PhoP GFP	others
O=c1[nH]c(CSc2ccccc2)nc2c1oc1ccccc12	2.1%	-2.2%	1.0%	3.1%	4.1%
CC(C)CC(=O)NC(C)C(c1cccs1)N1CCOCC1 (stereo unspecified)	1.5%	-8.4%	7.1%	-6.8%	-3.8%
COC(=O)c1sc(=S)n(-c2ccccc2)c1N	0.1%	-12.7%	8.2%	-4.9%	-7.4%
CC(=O)N1c2ccc(S(=O)(=O)N3CCC(C(=O)Nc4cc(C)cc(C)c4)CC3)cc2CC1C (stereo unspecified)	0.7%	5.2%	5.5%	3.0%	-17.3%
COCc1[nH][nH]c(=O)c1/C=N/N1CCOCC1	0.5%	-8.5%	4.2%	-0.1%	-6.3%

Returning to the listing; the 2 compounds before the break are reprinted first.
SMILES	VEEV TC-83 Vero	M. tuberculosis	influenza NS1A	H37Rv inhibition	Salmonella PhoP GFP	others
OC1(c2cccnc2)CCN(Cc2nnnn2Cc2ccccc2)CC1	1.4%	-14.8%	-5.2%	5.9%	1.8%
COc1ccccc1N1CCN(S(=O)(=O)c2ccc(Cl)s2)CC1	0.1%	-5.2%	-3.8%	-13.6%	-8.1%
Cc1cc2oc(C(=O)N(Cc3ccccc3)C3CCS(=O)(=O)C3)c(C)c2cc1C (stereo unspecified)	5.0%	21.9%	16.0%	10.5%	-11.3%
CCCCN1C2CCCC1CC(NC(=O)c1ccc(OC)c(OC)c1)C2 (stereo unspecified)	1.1%	-27.6%	-1.9%	-7.9%	7.7%
NC(Cc1ccc(OC(F)F)cc1)C(=O)O (stereo unspecified)	0.4%	29.5%	-12.2%	5.2%	20.0%
CCOC(=O)c1cc2c(ccn2C)n1CC(=O)N1CCC(C)CC1	6.2%	10.9%	-7.6%	?	-0.9%
CCCCc1ccc(NC(=O)C2CCCC2)cc1	1.4%	?	11.1%	?	-5.2%
O=C(CN1CCN(S(=O)(=O)c2ccccc2F)CC1)NC1CCCC1	0.5%	-8.8%	-3.1%	-4.7%	5.7%	VEEV TC-83 Vero 10K pilot screen=0.4
N#Cc1c2ccc(OCC(=O)NCc3ccco3)cc2n2ccccc12	i	6.6%	-23.2%	-2.1%	-1.0%
O=C(NCc1cccnc1)Nc1ccccc1Cl	0.2%	-5.3%	8.4%	-18.6%	-10.5%
Cn1ncc(Br)c1C(=O)NC1CCCCC1	0.6%	4.8%	-5.2%	0.1%	-3.5%
O=C(CCNC(=O)c1ccc([N+](=O)[O-])cc1)Nc1nc2ccccc2[nH]1	3.5%	/	-0.3%	/	/
COc1cccc(CNC(=O)CSc2ccc(-c3ccco3)nn2)c1	0.5%	49.4%	-0.8%	-3.6%	8.2%
CCOC(=O)c1cnn(-c2ccccc2)c1NC(=O)CSc1nnc(-c2cccs2)n1CC	8.6%	10.8%	-2.5%	-4.8%	-1.6%
CCOC(=O)CSc1nnc(CNc2ccc(Cl)cc2)n1-c1ccccc1	i	?	-6.5%	?	12.8%
CC(C)CC(NC(=O)c1ccc(Cl)cc1)C(=O)O (stereo unspecified)	i	11.3%	1.9%	8.4%	-16.5%
Cc1ccc(S(=O)(=O)NCCc2nc3ccccc3[nH]2)cc1	0.5%	-6.0%	-13.1%	4.7%	12.7%
CC(C)(C)c1ccc(SCC(N)=O)cc1	i	?	2.5%	64.5%	4.0%
O=[N+]([O-])c1ccc(/C=N/Nc2nc3ccccc3o2)cc1	2.5%	-12.0%	-11.6%	4.2%	-10.8%
CCNC(=O)NC(=O)CSc1ccc(NC(C)=O)cc1	0.8%	3.9%	-4.4%	0.0%	-5.8%
C=CCNC(=S)NCC	0.7%	-14.7%	-0.9%	3.2%	6.2%
CCN(CC)CCN(Cc1cc2cc3c(cc2[nH]c1=O)OCCO3)C(=S)NCCCN(C)C	0.1%	19.3%	-1.3%	1.6%	-1.1%
Cc1ccc(OCCC(=O)N2CCN(c3ccc(O)cc3)CC2)cc1	i	22.8%	15.3%	2.0%	-14.1%
Cc1ccc(S(=O)(=O)NC2CC(C)(C)N(O)C(C)(C)C2)cc1	0.8%	10.8%	-0.9%	-2.7%	/
O=C1CC(c2cccs2)Sc2nc3ccccc3n21 (stereo unspecified)	1.0%	11.8%	8.4%	-2.9%	7.3%
COc1ccc(N2CCN(c3nc4ccccc4nc3NS(=O)(=O)c3ccccc3)CC2)cc1	0.8%	-17.9%	-7.5%	-4.2%	9.0%
CC(=O)N1CCC2(CC1)C(C#N)=C(N)Oc1n[nH]c(CSc3ccc(C)cc3)c12	i	3.1%	-14.5%	-9.4%	-0.2%

New compounds follow:
SMILES	VEEV TC-83 Vero	M. tuberculosis	influenza NS1A	H37Rv inhibition	Salmonella PhoP GFP	others
CS(=O)(=O)c1sc2nc(-c3ccccc3)cc(-c3ccccc3)c2c1N	i	4.1%	-5.0%	-10.1%	-1.8%
CCC(=O)N1CCc2cc(S(=O)(=O)CCC(=O)Nc3ccc(C)c(F)c3)ccc21	0.5%	-7.8%	15.8%	-5.0%	-2.6%
O=[N+]([O-])c1ccccc1OCCCNCc1ccccc1	0.2%	26.4%	11.9%	-3.0%	17.0%	VEEV TC-83 Vero 10K pilot screen=0.0
C=C(C)C(=O)Nc1cccc(C2=NOC3(C2)C[C@H](C(N)=O)N(C(=O)CC)C3)c1 (stereo partly specified)	0.9%	-9.5%	-3.4%	4.1%	-11.7%
COc1ccc(CCC(=O)Nc2nnc(C(C)(C)C)s2)cc1	2.0%	15.6%	-2.1%	11.4%	-6.4%
O=C(CCC1CCCN(C(=O)c2ccc3c(c2)OCCO3)C1)NCc1ccccc1F (stereo unspecified)	2.9%	-16.5%	4.5%	-9.6%	10.0%
Cc1c(Cl)c([N+](=O)[O-])nn1Cc1ccc(C(=O)N/N=C\c2cccc(Br)c2)o1	5.4%	61.8%	2.5%	66.7µM*	-6.0%
Cn1c(=O)[nH]c(=O)c2c1nc(NCc1ccccc1)n2CC(O)c1ccccc1 (stereo unspecified)	7.6%	-10.6%	4.5%	-8.9%	2.5%
CCc1ccccc1NC(=O)N1CCC(NC(=O)C(Cc2ccccc2)NC(C)=O)CC1 (stereo unspecified)	0.8%	4.7%	-11.5%	3.0%	-20.8%
CC(=O)Nc1sc(C)c(C)c1C(=O)OCC(=O)NCc1ccc(F)cc1	0.1%	-10.4%	-4.2%	5.0%	/
O=C(CCN1C(=O)/C(=C\c2ccccc2)SC1=S)N1CCOCC1	34.7%	44.7%	6.8%	2.7%	3.0%
Cc1cccc(NC(=O)c2sc(Cl)nc2-c2ccccc2)c1	?	3.7%	2.6%	10.2%	-3.9%
CCOc1ccc(OCC)c(NC(=O)CSc2nnc(-c3cccnc3)o2)c1	5.2%	-0.9%	19.3%	5.0%	2.6%
Cc1ccc(-c2nnn(CC(=O)N(Cc3cccs3)C(C(=O)NC3CCCC3)c3ccncc3)n2)cc1 (stereo unspecified)	i	29.9%	-1.6%	0.6%	0.8%
Fc1ccc(NC(=S)N/N=C/c2ccc(F)c(F)c2)cc1	2.5%	-5.8%	0.2%	-1.1%	1.7%
O=C(c1ccccc1NS(=O)(=O)c1ccc(F)cc1)N1CCc2ccccc21	3.9%	5.1%	0.1%	-2.3%	0.3%
O=C(Nc1ccc(OC(F)F)cc1)c1ccccn1	3.3%	-1.3%	-7.5%	-0.3%	4.9%
CCc1ccc(OCC(=O)OCC(=O)c2ccc3c(c2)NC(=O)CO3)cc1	2.5%	29.1%	-1.0%	-0.2%	-0.2%
Cc1cc(/C=C(/C#N)c2cccc(Cl)c2)c(C)n1C	0.6%	11.9%	-2.4%	2.2%	-19.0%
Cc1ccc(NC(=O)Cn2c(=O)c3cccn3c3ccccc32)c(Cl)c1	1.3%	10.7%	-4.0%	-0.1%	0.9%
Cc1ccc(CN(C(=O)Cc2cccs2)C(C(=O)NC2CCCC2)c2ccncc2)cc1 (stereo unspecified)	i	16.7%	-0.2%	11.5%	-0.9%	VEEV TC-83 Vero 10K pilot screen=0.8
CC(=O)N(C(C)=O)N1C(=O)/C(=C/c2ccc(Cl)cc2)SC1=S	0.2%	15.7%	8.3%	-0.6%	-9.7%
COc1ccccc1CCC(=O)N1CCC(n2nccc2NC(=O)C2CCOC2)CC1 (stereo unspecified)	1.5%	-2.7%	4.8%	-4.9%	-6.0%
CNC1(C(N)=O)CCN(Cc2ccccc2)CC1	1.9%	/	-24.4%	/	/
Cc1cccc(-c2n[nH]c([N+](=O)[O-])n2)c1	4.0%	13.0%	6.5%	-6.2%	-4.8%	VEEV TC-83 Vero 10K pilot screen=3.0
CC(C)C[C@H](CO)Nc1nc(N(C)c2cccc(Cl)c2)c2ncn(C(C)C)c2n1	4.7%	4.6%	4.6%	14.8%	-34.0%

Filtered by structure, the entries above containing a tert-butyl group (2)
SMILES	VEEV TC-83 Vero	M. tuberculosis	influenza NS1A	H37Rv inhibition	Salmonella PhoP GFP	others
CC(C)(C)c1ccc(SCC(N)=O)cc1	i	?	2.5%	64.5%	4.0%
COc1ccc(CCC(=O)Nc2nnc(C(C)(C)C)s2)cc1	2.0%	15.6%	-2.1%	11.4%	-6.4%
